ALOX12 inh = blocks human arachidonate 12S-lipoxygenase. P18054. purified 12hLO, xylenol orange hydroperoxide absorbance. Potency, µM (top dose mostly 108 µM), inactives show at the highest dose activity change, negative = inhibition, most hits filed as inhibitors. actives 1.1% (n = 580,000). AID 1671190
Target sequence (P18054 whole entry, looked up): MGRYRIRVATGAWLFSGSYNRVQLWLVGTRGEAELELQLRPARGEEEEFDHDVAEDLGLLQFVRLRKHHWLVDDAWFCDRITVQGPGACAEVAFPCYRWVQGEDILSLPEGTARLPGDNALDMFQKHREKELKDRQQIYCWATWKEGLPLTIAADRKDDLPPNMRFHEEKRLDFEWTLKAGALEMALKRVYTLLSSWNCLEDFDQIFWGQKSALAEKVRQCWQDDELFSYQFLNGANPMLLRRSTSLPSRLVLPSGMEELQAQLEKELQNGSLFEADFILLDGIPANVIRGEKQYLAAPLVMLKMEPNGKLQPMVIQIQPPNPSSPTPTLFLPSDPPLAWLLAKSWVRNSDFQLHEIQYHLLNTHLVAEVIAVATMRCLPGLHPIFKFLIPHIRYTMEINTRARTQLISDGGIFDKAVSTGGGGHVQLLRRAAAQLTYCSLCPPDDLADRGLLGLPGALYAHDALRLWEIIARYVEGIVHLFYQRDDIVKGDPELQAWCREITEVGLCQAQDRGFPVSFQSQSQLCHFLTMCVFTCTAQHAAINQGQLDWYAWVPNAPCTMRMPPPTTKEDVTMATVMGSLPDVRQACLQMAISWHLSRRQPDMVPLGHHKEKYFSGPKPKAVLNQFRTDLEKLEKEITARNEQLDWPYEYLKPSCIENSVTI
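Hydroperoxide product was detected by ferrous iron/xylenol orange as the 573 to 405 nm absorbance ratio. Arachidonic acid at 40 uM (final) was turned over for 30 min at room temperature by 150 nM human 12hLO, pH 7.0 Hepes buffer, after 15 min compound preincubation.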
Vif-APOBEC3G blk = blocks the Vif interaction with human APOBEC3G; Q9HC16; AID 602310; HeLa A3G-eYFP + Vif (tagged APOBEC3G with the HIV-1 protein that degrades it), YFP fluorescence, overnight; actives 0.076% (n = 410,000); Potency, µM (highest dose often 46.1 µM), inactives show at the highest dose activity, negative = active, usual class: inhibitors;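 further: nearly all actives have a fitted effect of over 60% in size; hits raise eYFP signal because A3G escapes Vif-driven loss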
Target sequence (Q9HC16 whole entry, looked up): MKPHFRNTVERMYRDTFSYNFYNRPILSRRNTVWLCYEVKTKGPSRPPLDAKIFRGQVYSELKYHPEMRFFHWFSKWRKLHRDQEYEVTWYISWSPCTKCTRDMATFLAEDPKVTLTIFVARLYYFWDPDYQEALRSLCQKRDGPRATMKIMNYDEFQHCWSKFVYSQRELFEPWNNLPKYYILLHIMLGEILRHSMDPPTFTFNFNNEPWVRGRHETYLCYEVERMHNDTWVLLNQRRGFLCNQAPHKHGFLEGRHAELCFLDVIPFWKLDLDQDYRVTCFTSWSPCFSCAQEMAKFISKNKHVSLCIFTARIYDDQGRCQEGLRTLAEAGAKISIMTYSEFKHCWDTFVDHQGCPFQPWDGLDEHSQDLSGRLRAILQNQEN
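Read-out is eYFP fluorescence (Ex 488/Em 500-530) from Vif-expressing HeLa A3G-eYFP cells; more signal means A3G escaped Vif-mediated degradation. Cells plated overnight, compound pinned in, incubated overnight at 37 deg C.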
Starred values were filed as active, the others as inactive; ? = inconclusive. The call rests on the fitted dose curve; in most records, active means well fitted curve in the direction sought with a large enough effect; inconclusive means small, poorly fitted or top-dose-only effect, or another doubt; inactive means no such curve, though single readings can be large; an effect the other way counts as inactive or inconclusive. On the % scale 0 is the no-effect control and ±100 the full control effect; potency means the concentration at half of the fitted maximal effect. These rows are one share of the data, so the mix of outcomes need not match the whole.

Every second line gives: ALOX12 inh | Vif-APOBEC3G blk
> CNC[C@H]1OCc2cnnn2CCCC(=O)N([C@H](C)CO)C[C@@H]1C
    -30.8% | 3.0%
> CCOC(=O)C1=CCN(S(=O)(=O)c2ccc(C)cc2)C1c1ccccc1F (configuration not stated)
    -11.0% | 1.1%
> OC(c1ccccc1)(c1nc(/C=C/c2ccc(C(F)(F)F)cc2)cs1)C(F)(F)F (configuration not stated)
    -13.2% | -15.4%
> Cc1ccc(Cc2c(-c3cccc(Br)c3)nc3cc(C)c(Br)c(C)n23)cc1
    ? | -4.5%
> Cn1nc(C(C)(C)C)cc1NC(=O)C1(C)CCN1C(=O)C1(c2ccccc2)CCCC1 (configuration not stated)
    4.0% | 1.0%
> CCCCNC(=O)C1(C)CCCCCN1Cc1cc2ccccc2o1 (configuration not stated)
    -20.2% | -0.5%
> OC(c1ccc(F)c(F)c1)c1nc(-c2csc3ccccc23)cs1 (configuration not stated)
    -20.1% | -12.9%
> CC(C)Oc1ccc(CN2CCC2(C)C(=O)NCc2cccc3ccccc23)cc1 (configuration not stated)
    -3.4% | -1.6%
> COC(=O)c1ccc2cc(C)cc(C)c2n1
    -0.1% | 0.9%
> COc1cccc(-c2cnc(C(O)c3cccc(OC)c3)[nH]2)c1 (configuration not stated)
    -16.0% | -4.7%
> CCc1nc2c(OCc3ccc(Cl)cc3)cccn2c1N(C)C(=O)c1ccccc1F
    -6.0% | -2.4%
> CN(C)CCCNC(=O)c1cccc(-c2cnc3cccnn23)c1
    -10.6% | 0.6%
> COc1ccc(C(O)c2ncc(-c3ccccc3Cl)[nH]2)cc1 (configuration not stated)
    -20.5% | -3.9%
> Cn1ccc2c(-c3ccc(C(C)(C)C)cc3)cc3c(c21)C1CCC3C1 (configuration not stated)
    ? | -7.4%
> CC(=O)c1cccc(-c2ccnc3c2CC(C(=O)Nc2cccc(N(C)C)c2)O3)c1 (configuration not stated)
    -4.1% | ?
> CN1CCN([C@@H]2CS(=O)(=O)N[C@H]2COCc2ccccc2)CC1
    -5.3% | -0.2%
> CC(=O)Nc1cc(-c2ccccc2N(C)C)cn2c(-c3ccc(F)c(Cl)c3)cnc12
    ? | -13.1%
> CCc1nc2ccc(C(=O)NCCc3ccccn3)cn2c1N(C)CCC(C)C
    ? | 1.7%
> COc1ccc(CNC(=O)c2sc(=O)n(Cc3cc(C(C)=O)ccc3OC)c2C)cc1
    -2.4% | -1.8%
> O=C(Nc1nnc([C@@H]2C[C@H](O)[C@@H](CO)O2)s1)Nc1cccc2ccccc12
    ? | -3.6%

Entries of single compounds from above. Order of values: ALOX12 inh	Vif-APOBEC3G blk
`O=C(Nc1nnc([C@@H]2C[C@H](O)[C@@H](CO)O2)s1)Nc1cccc2ccccc12` in the list: ?	-3.6%
`OC(c1ccc(F)c(F)c1)c1nc(-c2csc3ccccc23)cs1` (configuration not stated) in the list: -20.1%	-12.9%
`COc1ccc(C(O)c2ncc(-c3ccccc3Cl)[nH]2)cc1` (configuration not stated) in the list: -20.5%	-3.9%

Remaining list, next part
Every second line gives: ALOX12 inh | Vif-APOBEC3G blk
> CC1(C(=O)O)CCN1C(=O)c1cccc(OC(F)(F)F)c1 (configuration not stated)
    -1.7% | 0.0%
> COc1ccc(C(O)c2nc(-c3ccc(Cl)cc3)cs2)cc1 (configuration not stated)
    ? | -4.5%
> CCc1nc2ccc(C(=O)N3CCN(S(=O)(=O)CC)CC3)cn2c1N(C)C(=O)c1cccc(OC)c1
    -4.5% | 2.9%
> CCc1nc2c(OCCc3cccc(OC)c3)cccn2c1N(C=O)Cc1ccc(OC)cc1
    ? | 1.3%
> OCCN1CCN(c2cc(-c3ccc(CO)cc3)nc3ccnn23)CC1
    -0.6% | -1.3%
> CN(C)c1ncnc2c1ncn2[C@H]1CN(CCN2CCOCC2)C[C@@H](CO)O1
    3.1% | 0.8%
> CCc1nc2c(OCCOc3ccc(F)cc3)cccn2c1N(C=O)Cc1ccccc1
    -25.2% | -3.1%
> N#CCCC1(CCC#N)c2ccccc2C(=O)c2ccccc21
    -0.1% | -0.9%
> CC(=O)Nc1cc(-c2cccc(C(=O)N(C)C)c2)cn2c(-c3cccc(C(=O)N(C)C)c3)cnc12
    -1.4% | 1.5%
> CCC(=O)N1CCC1(C)C(=O)Nc1ccc(OC(F)F)cc1 (configuration not stated)
    1.9% | 3.4%
> CC1(C(=O)NS(=O)(=O)c2ccc(Cl)cc2)CCN1C(=O)CCc1ccc(Cl)cc1Cl (configuration not stated)
    ? | -2.6%
> Nc1ncnc2c1ncn2[C@@H]1O[C@H](CNC(=O)[C@H](N)Cc2cccnc2)[C@@H](O)[C@H]1O
    16.1% | 0.5%
> CCNC(=O)C1CCCN(C(=O)c2cccc(C(F)(F)F)c2)CC1 (configuration not stated)
    -13.7% | 1.9%
> Cc1cscc1-c1ccc(C(=O)Nc2c(C)cccc2C)o1
    ? | 2.3%
> CCCNC(=O)C1(C)CCCN(Cc2ccsc2)C1 (configuration not stated)
    ? | 1.2%
> COc1cccc(-c2cc(NC=O)c3ncc(-c4ccc(C(C)=O)cc4)n3c2)c1
    -9.7% | ?
> CCOC(=O)C1=CCN(S(=O)(=O)c2ccc(Cl)cc2)C1c1ccccc1 (configuration not stated)
    4.0% | 1.4%
> COc1ccc(C(O)c2ncc(-c3ccccc3F)[nH]2)cc1 (configuration not stated)
    2.8% | 1.4%
> COc1ccc(C(C)=O)cc1CC1(C)C(=O)Nc2ccc(OC(F)(F)F)cc21 (configuration not stated)
    ? | -5.1%
> CCCS(=O)(=O)NC(=O)C1(C)CCN(C(=O)c2c(C)noc2C)C1 (configuration not stated)
    26.6% | 1.4%
> CC(=O)c1ccc(-c2cnc3c(NC=O)cc(-c4ccccc4Oc4ccccc4)cn23)cc1
    -5.0% | ?
> COCCNc1nc(NCc2cc(-c3ccc(OC)cc3)no2)c2sccc2n1
    ? | ?
> CCCc1nc2ccc(C)cn2c1Cc1ccc(OC)cc1C
    ? | -3.8%
> O=C(NCc1cccc(Cl)c1)C1Cc2c(-c3ccccc3Oc3ccccc3)ccnc2O1 (configuration not stated)
    -28.5% | -10.9%
> COCCNc1nc(NCc2ccc(C(C)C)cc2)c2sccc2n1
    ? | -11.4%
> CCc1nc2ccc(C(=O)NCCCN3CCCC3=O)cn2c1N(C)C(=O)Nc1ccccc1OC
    10.8% | -2.8%
> Cc1cc(CNC[C@H]2O[C@@H](n3ccc(=O)[nH]c3=O)[C@H](O)[C@@H]2O)no1
    1.2% | 1.1%
> CC1(C(=O)Nc2ccc3ccccc3c2)CCC(=O)N1CC(F)(F)F (configuration not stated)
    5.2% | -1.4%
> CCc1nc2c(OCC(=O)N3CCOCC3)cccn2c1N(C=O)Cc1ccccc1
    ? | -3.1%
> Cc1ccccc1CNC(=O)c1ccc2nc([C@@H]3O[C@H](CO)[C@H](O)[C@H](O)[C@H]3O)[nH]c2c1
    -1.8% | -0.3%
> CC(=O)c1cccc(-c2ccnc3c2CC(C(=O)Nc2ccc4c(c2)OCO4)O3)c1 (configuration not stated)
    13.0% | ?
> COc1cccc(-c2cnc(C(O)c3ccc(C)cc3)[nH]2)c1 (configuration not stated)
    -23.4% | -1.5%
> CCc1nc2c(OCc3ccccc3C)cccn2c1N(C)C(=O)c1ccc(C)cc1
    -4.0% | -3.5%
> COc1cc(C(O)c2nc(-c3ccc(F)cc3OC)cs2)ccc1F (configuration not stated)
    10.6% | -10.4%
> Cc1cc(F)ccc1C(O)c1ncc(-c2ccccc2F)[nH]1 (configuration not stated)
    9.4% | 0.8%
> N#Cc1cccc(NC(=O)c2cc(C3CCCCN3C(=O)CCCc3ccccc3)on2)c1 (configuration not stated)
    ? | -1.6%
> CCCC(=O)N1CCC1(C)C(=O)Nc1cc(-c2ccccc2)nn1C (configuration not stated)
    -24.0% | -39.5%
> Nc1ncnc2c1ncn2[C@@H]1O[C@H](C(=O)NS(=O)(=O)c2cccs2)[C@@H](O)[C@H]1O
    -38.0% | 1.3%
> COc1ccc(CC(N)c2csc(Nc3cnccn3)n2)cc1 (configuration not stated)
    9.1% | -2.1%
> CN(Cc1ccc(Cl)cc1)C(C(=O)NC1CCCCC1)c1cc2ccccc2o1 (configuration not stated)
    ? | -0.1%
> CN(C)Cc1ccccc1-c1cccc2nccn12
    ? | 4.1%
> CC(C)(C)c1ccc(S(=O)(=O)NC(=O)C2(C)CCN2C(=O)C2CCCCC2)cc1 (configuration not stated)
    -21.8% | 3.8%
> COc1ccccc1CNc1nc(Nc2ccccc2Cl)c2sccc2n1
    ? | 0.5%
> CCc1nc2c(OCc3ccc(F)cc3)cccn2c1N(C)C(=O)c1ccncc1
    -23.4% | -2.3%
> COc1cccc(C(NC(C)=O)c2nc(-c3cnc4ccccc4c3)cs2)c1 (configuration not stated)
    7.7% | -4.1%
> COC(=O)c1ccccc1OCc1cc(=O)oc2ccc(C)cc12
    ? | -1.1%
> CC1(C(=O)Nc2ccc(Cl)c(Cl)c2)CCN1C(=O)CCC1CCCC1 (configuration not stated)
    ? | -2.7%
> Cn1c(NCc2cccnc2)nc2cc(-c3ccc(C(=O)N4CCOCC4)cc3)sc2c1=O
    1.9% | ?
> CCCCC1CC2=C(C(=O)OC(C)(C)O2)C(c2ccc3ccccc3c2)O1 (configuration not stated)
    -1.1% | -3.0%
> CSCCC(c1nnnn1C(C)(C)C)N1CCN(C/C=C/c2ccccc2)CC1 (configuration not stated)
    -16.1% | -2.0%
> CC1(C(=O)Nc2cccc3cccnc23)CCN1C(=O)CC1CC1 (configuration not stated)
    -6.8% | -3.1%
> CCc1nc2c(OCC(=O)C(C)(C)C)cccn2c1N(C)C(=O)c1ccccc1F
    1.1% | -0.9%
> CCCCN(C=O)c1c(CC)nc2ccc(C(=O)NCc3cccs3)cn12
    9.1% | -0.1%
> CC(C)(C)[C@H](NC(=O)c1ccc(N)c(Cl)c1)C(=O)N1CCC[C@H]1C(=O)N[C@H](C#N)CC(=O)O
    -14.8% | -2.7%
> COc1cccc(C(NC(C)=O)c2nc(-c3ccccc3)cs2)c1 (configuration not stated)
    ? | 0.2%
> CC1(Cc2c(Cl)cccc2Cl)C(=O)Nc2cc(-c3ccccc3Cl)ccc21 (configuration not stated)
    ? | -14.5%
> CC(=O)c1cccc(NC(=O)c2cccc3c(-c4cnn(C)c4)coc23)c1
    1.0% | -17.4%
> COc1c(C)cc(C(O)c2ncc(-c3ccc4ccccc4c3)[nH]2)cc1C (configuration not stated)
    -8.4% | -10.7%
> Cc1cncc(NCc2cccc(Cl)c2)n1
    -8.3% | 1.0%
> Cn1ccc2c(-c3ccc(C(=O)O)cc3)cc3c(c21)C1CCC3C1 (configuration not stated)
    -26.5% | 3.5%

Further structures:
Every second line gives: ALOX12 inh | Vif-APOBEC3G blk
> COc1ccc(-c2cc(C(=O)NCc3ccc(C(F)(F)F)cc3)[nH]n2)c(C)c1
    ? | 2.3%
> CC(=O)Nc1cc(-c2cccc(C(=O)NCCO)c2)cn2c(-c3ccc(F)cc3)cnc12
    -21.1% | -6.1%
> COc1ccc(NC(=O)C2(C)Cc3c(-c4ccccc4)ccnc3O2)cc1OC (configuration not stated)
    -19.5% | -7.5%
> CCCOc1ccc(F)cc1-c1cc(C(=O)NC2CCCCC2)[nH]n1
    -4.3% | 2.2%
> COC(=O)N1CCCCC1c1cc(C(=O)Nc2cccc3c2CCCC3)no1 (configuration not stated)
    12.8% | 5.1%
> Clc1ccccc1-c1cc2nc(NCc3ccco3)ccn2n1
    ? | -12.9%
> CC(=O)NCCNC(=O)C1(C)Cc2c(-c3ccc(NC(C)=O)cc3)ccnc2O1 (configuration not stated)
    -8.1% | -0.6%
> COc1ccc(-c2nc3ccc(Br)cn3c2Cc2ccc(C)cc2)cc1OC
    -10.0% | -3.9%
> CNc1cnc(-c2ccc(C(=O)N3CCOCC3)cc2)cn1
    ? | 0.6%
> CCC(=O)N1CCC(C)(C(=O)NCc2ccc(F)cc2)C1 (configuration not stated)
    14.3% | -2.9%
> CCOC(=O)C1=CCN(S(=O)(=O)c2ccccc2Cl)C1c1cccc(Cl)c1 (configuration not stated)
    -29.1% | -8.7%
> COC(=O)c1ccc2nc(-c3ccccc3)c(Cc3ccccc3OC)n2c1
    ? | -7.8%
> CCOC(=O)C1(C)CCN1C(=O)c1cccc(Cl)c1 (configuration not stated)
    2.5% | -2.6%
> O=C(NCCC(F)(F)F)C1Cc2c(-c3ccccc3Oc3ccccc3)ccnc2O1 (configuration not stated)
    13.4% | -2.8%
> CCCCNC(=O)C1(C)CCN1C(=O)c1cccc(OC(C)=O)c1C (configuration not stated)
    -8.7% | -6.8%
> CC(=O)NC(c1cccc(F)c1)c1nc(-c2cccc(C(C)C)c2)cs1 (configuration not stated)
    -23.6% | -6.3%
> CCCNC(=O)C1(C)CCCN(C(=O)Cc2ccc(OC)c(OC)c2)C1 (configuration not stated)
    -1.5% | 0.2%
> CC1(C(=O)N2Cc3ccccc3C2)CCN1C(=O)C1(c2ccc(Cl)cc2)CC1 (configuration not stated)
    -2.1% | 4.5%
> O=C(NCc1ccc(Cl)c(Cl)c1)c1cc(C2CCCCN2C(=O)C2CCCCC2)on1 (configuration not stated)
    ? | -0.3%
> CCOc1ccc(-c2cc(C(=O)NCCOC)[nH]n2)c(C)c1
    ? | -0.6%
> COc1cccc(C(C)(O)c2nc(-c3cccc(C(C)C)c3)cs2)c1 (configuration not stated)
    ? | -11.7%
